Screens from PubChem BioAssay.
PMI inhibition – MPI inhibition at elevated mannose 6-phosphate – biochemical, fluorescence intensity, high mannose 6-phosphate, primary screen (AID 1220); one-dose inhibition, % at 20 µM; IC50 in µM for titrated hits; recombinant PMI enzyme, coupled fluorescence intensity; higher % means a stronger effect; actives 0.66% (n = 190,000)
Ins promoter up – MIN6 insulin promoter up-regulation; MIN6 insulin promoter-GFP reporter, high-content imaging; active compounds read high; z-score at 5 µM; actives 0.3% (n = 190,000); AID 1625;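 active means z-score above 3 at 5 µM with at least 500 cells counted in the well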
TNAP activation fold – stimulation of alkaline phosphatase TNAP activity – biochemical, luminescent, no phosphate acceptor, uHTS, primary screen (AID 1001). purified TNAP, luminescent activation assay, no phosphate acceptor; higher activation fold means a stronger effect. activation fold at 20 µM; hits with a dose series show EC50 in µM. actives 0.03% (n = 200,000); in the data active means activation fold from about 3, or a potency from the dose series; inactive means the rest, 99 in 100 with activation fold below about 1.6; further: many of its hits are not listed in these tables
b-catenin transl – modulators of beta-catenin nuclear translocation | HeLa beta-catenin nuclear translocation, immunofluorescence imaging | nuclear translocation activity, % at 5 µM | actives 0.3% (n = 190,000) | AID 1665;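 active means nuclear translocation activity above 50% at 5 µM, with a well cell count of 50 or more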;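 further: per-cell ratio of nuclear to cytoplasmic median beta-catenin stain intensity; plate controls were DMSO negative control for no effect and GSK-3 inhibitor IX positive control for full effect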
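Test system: human HeLa cells, native beta-catenin. Compound dosing: 5 µM primary single dose, 0.1% DMSO, 0.02–20 µM confirmation series. Incubation: compound exposure 24 h at 37°C. Detection: beta-catenin immunostaining with DAPI counterstain, 20x imaging, 6 fields/well. Read-out basis: Nuclear/cytoplasmic beta-catenin signal ratio, % activation.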
MT stabilizer – stabilizes microtubules in HeLa cells. HeLa tubulin immunostaining HCS, 24 h; share of cells brighter than vehicle mean+2SD. % tubulin-high responders, % at 10 µM. actives 0.83% (n = 200,000);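 active means plate Z-score above 3 for both tubulin-high and condensed-nucleus cell shares, with cell loss under 80%, at 10 µM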;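 further: anti alpha tubulin signal scored within the nucleus-defined area of each cell; some results filed as inactive read as strong as hits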
human PMI inhibition – MPI enzyme activity inhibition – biochemical, fluorescence intensity, coupled assay, primary screen (AID 1209); actives 0.42% (n = 190,000); inhibition, % at 20 µM, or IC50 in µM where a hit was titrated; purified PMI enzyme, coupled fluorescence intensity; higher % means a stronger effect;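 further: plate controls were DMSO vehicle for no effect and wells lacking substrate for full effect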
T cell HTS – T cell immune modulators affecting CD8 T cell-vesicle binding | 2C CD8+ T cell-vesicle binding, flow cytometry; active compounds read low | calls only at 7 µM | actives 0.068% (n = 330,000);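 active means response, share of CD8 T cells binding vesicles, and their 90th percentile fluorescence all below set limits, cut at about 80% in these data, passing the limit was not always enough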
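Material: murine 2C transgenic CD8+ T lymphocytes / Also added: QL9-peptide-loaded Drosophila micro-vesicles bearing Ld, ICAM-1 and B7-1 / Schedule: binding step 1.5 h, 37 °C, antibody labelling 20 min, ice / Signal: flow cytometry, PE anti-B7-1 (FL2) versus Alexa647 anti-CD8 (FL8), PFA-fixed / Evaluation: percent CD8+ FL2 mean versus row control / Benchmarks: naked versus QL9-loaded vesicles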
Autophagy HCS – alters autophagy in cells | MEF GFP-LC3 puncta imaging; test concentration mostly 10 µM | actives 0.98% (n = 190,000) | calls only at 10 µM (by protocol) | AID 463193;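 active means percentage of spot-positive cells more than 3 SD above its plate mean, without a fluorescence outlier flag or 80% toxicity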;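 further: spot-positive cell cutoff set from DMSO-treated cells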
Hep lipid drop – hepatic lipid droplet formation modulation. AML12 mouse hepatocytes, oleate lipid droplets, BODIPY imaging. inhibition, % at 6.5 µM. actives 0.4% (n = 240,000). AID 1656;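 active means lipid droplet intensity inhibited by at least 50%, with more than 500 cells counted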
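material = mouse AML12 hepatocyte cell line, fixed after treatment | also added = 100 µM oleic acid challenge | doses = compound at 6.5 µM only | schedule = overnight exposure | technique = Image-based BODIPY and DAPI two-channel analysis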
Ins promoter up cell count – second read-out of Ins promoter up, no call of its own (marks repeat the call); cell count; measured here: cytotoxicity, nuclei count;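 total cells summed across four imaged fields per well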
Hep lipid drop cells 6.5 µM – recorded beside Hep lipid drop, whose call it bears; cell count; measured here: cell count, cytotoxicity flag;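 cells counted across two imaged fields per well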
b-catenin transl cell count 5 µM – also measured in b-catenin transl; calls as there; cell count; measured here: cell count, cytotoxicity flag
T cell HTS vesicle-bound % – also measured in T cell HTS; calls as there; double positive events, %; measured here: CD8+ vesicle-bound cell fraction;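 binding gate set so that unloaded-vesicle control wells show 10% double positive cells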
MT stabilizer Hoechst-high % – second read-out of MT stabilizer, no call of its own (marks repeat the call); % Hoechst-high responders; measured here: nuclear condensation Hoechst responders;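 share of cells brighter than vehicle mean plus two SD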
MT stabilizer cytotoxicity % – further read-out of MT stabilizer, marked with its call; toxicity, %; measured here: cytotoxicity by cell density;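 0% = mean cell density of plate MIN control wells and 100% = no cells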
Autophagy HCS cell loss 18 h – second read-out of Autophagy HCS, no call of its own (marks repeat the call); toxicity, %; measured here: cell loss, nuclei count;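 cell loss after 18 h compound exposure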
An asterisk follows results filed as active; i = inactive; . = not tested or not shown. Unless noted, no stated cut-off is given here; in the data, active means inhibition above about 50%; inactive means the rest.

SMILES | PMI inhibition | Ins promoter up | Ins promoter up cell count | TNAP activation fold | b-catenin transl | b-catenin transl cell count 5 µM | MT stabilizer | MT stabilizer Hoechst-high % | MT stabilizer cytotoxicity % | human PMI inhibition | T cell HTS | T cell HTS vesicle-bound % | Autophagy HCS | Autophagy HCS cell loss 18 h | Hep lipid drop | Hep lipid drop cells 6.5 µM
COc1ccccc1CC(=O)N1CCN(c2cccc(C(F)(F)F)c2)CC1 | 5.7% | -0.76 | 840 | 1 | 4.2 | 1362 | 3.3 | 1.0 | 7.0 | 6.4% | i | 14.9 | i | 7.3 | . | .
Cn1c(=O)c2c(ncn2CC(=O)OCC(=O)NC2CCCc3ccccc32)n(C)c1=O (stereo not given) | 6.9% | -0.19 | 1551 | 1 | 0.9 | 1022 | 1.2 | 2.0 | 4.3 | 9.4% | i | 36.0 | i | 0.8 | -16.3 | 561
COc1ccc(NC(=O)CSc2n[nH]c(-c3ccco3)n2)cc1 | -4.9% | 0.75 | 1474 | 0.9 | 0.4 | 1743 | 1.8 | 1.9 | 8.9 | -2.7% | i | 13.2 | i | -1.8 | 1.4 | 522
Cc1cc(/C=C2/NC(=O)NC2=O)c(C)n1-c1ccc(C#N)cc1 | -18.9% | 0.43 | 1231 | 1 | . | . | 2.6 | 1.7 | 0.6 | -15.9% | i | 45.4 | i | 3.2 | -2.6 | 718
CCCCC(=O)Nc1ccccc1C(=O)OCC(=O)c1ccc2c(c1)OCCO2 | 20.0% | 1.09 | 1444 | 1 | -1.1 | 1070 | 7.1 | 2.5 | 7.1 | 24.2% | i | 30.6 | i | 6.0 | -16.0 | 712
CCOC(=O)CNc1c(-c2ccc(O)cc2)nc2ccc(Cl)cn12 | 16.5% | 0.3 | 1080 | 1 | 8.0 | 989 | 2.1 | 1.7 | 12.7 | 21.1% | i | 54.0 | i | 19.8 | 1.6 | 803
CC12CCC(c3c(C(=O)N4CCOCC4)nn(-c4ccccc4)c31)C2(C)C (stereo not given) | -10.0% | -0.27 | 1162 | 1.1 | -1.6 | 1163 | 3.3 | 2.0 | 3.0 | -18.7% | i | 4.0 | i | 34.1 | -4.7 | 695
O=C1NC(CCc2ccccc2)C(=O)N1Cc1cccc2ccccc12 (stereo not given) | -1.7% | 0.2 | 1535 | 1.3 | 0.0 | 1052 | 4.5 | 2.6 | 12.1 | 12.1% | i | 40.1 | i | 1.3 | 6.7 | 698
Cc1c(C(=O)Nc2cccc(-c3nnc4n3CCCCC4)c2)oc2ccccc12 | 0.6% | 0.97 | 1457 | 1.1 | -1.8 | 1007 | 4.9 | 2.4 | 6.6 | 13.3% | i | 49.8 | i | 21.6 | 6.0 | 664
O=C(Nc1ccc2oc(=O)ccc2c1)c1ccc(-c2cccc([N+](=O)[O-])c2)o1 | . | -0.67 | 1275 | . | 2.4 | 937 | . | . | . | . | i | 6.5 | . | . | 0.6 | 697
CCOC(=O)C(=CNc1cccc(C)n1)C(=O)OCC | 4.0% | -0.01 | 1530 | 1 | 0.0 | 1318 | 2.2 | 1.5 | 4.1 | 9.8% | i | 26.1 | i | 27.3 | . | .
COc1ccc(/C=N/NC(=O)c2cccnc2)cc1CN1CCc2cc(OC)c(OC)cc2C1C (stereo not given) | 0.3% | -0.2 | 1403 | 1.1 | 0.6 | 1061 | 3.2 | 2.0 | 5.9 | 4.9% | i | 29.0 | i | 11.4 | 8.6 | 663
O=C(Oc1cccc2cccnc12)c1cccc(N2C(=O)C3C4CCC(C4)C3C2=O)c1 (stereo not given) | 51.9%* | . | . | 1.3 | -0.9 | 971 | 4.0 | 1.6 | 4.4 | 17.3% | i | 20.9 | i | -19.4 | -2.7 | 634
C=CCNC(=S)N1CCN(CCN=Cc2c(C)[nH]n(-c3ccc([N+](=O)[O-])cc3)c2=O)CC1 | 21.2% | 1.08 | 1469 | 1 | 0.2 | 1470 | 3.6 | 2.2 | 0.8 | 14.8% | i | 0.4 | i | 12.9 | 0.8 | 674
Cc1cccc(N(C(=O)c2ccc(CN3CCOCC3)o2)C(C(=O)NC2CCCCC2)c2ccc(F)cc2)c1 (stereo not given) | -16.3% | -0.06 | 1221 | 1 | -1.5 | 1183 | 3.5 | 1.6 | 7.5 | -13.9% | i | 32.8 | i | 0.9 | 15.5 | 726
CCOC(=O)C(C)n1cnc2c(nnn2-c2cccc(Cl)c2)c1=O (stereo not given) | -8.1% | 0.58 | 955 | 1.2 | . | . | 6.8 | 3.5 | 5.3 | -9.6% | i | 8.3 | i | 8.7 | . | .
COc1ccc(C)cc1NC(=O)C(Sc1nnc(-c2cccs2)o1)c1ccccc1 (stereo not given) | 6.1% | -0.18 | 1151 | 1.2 | -2.3 | 498 | 2.0 | 1.9 | 11.3 | -7.7% | i | 39.4 | i | 8.2 | -15.8 | 692
Nc1nonc1-c1nc2ccccc2n1CC(=O)N/N=C/c1ccc(-c2cccc(C(=O)O)c2)o1 | -16.4% | -0.17 | 1573 | 1 | -1.4 | 1143 | 2.0 | 2.3 | 6.2 | -9.6% | . | . | i | -4.2 | 4.6 | 720
CC(C)N1CC2=C(C1=O)C(c1ccc(O)cc1)NC(=O)N2C (stereo not given) | -7.6% | -0.1 | 1356 | 1 | -1.3 | 1116 | 3.2 | 2.1 | 4.5 | -13.2% | i | 60.9 | i | 12.0 | -5.0 | 675
CC1(C)CC(=O)/C(=C(/O)Cc2ccccc2)C(=NCCc2ccccc2)C1 | 3.4% | -0.38 | 1659 | 1.1 | -1.8 | 1061 | 3.0 | 1.8 | 8.6 | 4.1% | i | 42.3 | i | 8.2 | -20.2 | 690
Cc1cccc(Nc2ncnc3c2cnn3C)c1 | 9.1% | -0.26 | 1455 | 1.1 | 0.3 | 1500 | 2.7 | 2.4 | 5.5 | 10.3% | i | 53.9 | i | 1.6 | -11.7 | 654
Cc1ccc(OCC(=O)NCCC2=CCCCC2)cc1 | -1.9% | 1.31 | 1335 | 1.1 | . | . | 1.8 | 3.8 | 9.3 | 2.8% | i | 37.3 | i | -13.0 | 0.5 | 754
Cc1cc(C(F)(F)F)cc(NNC(=O)NC(=O)c2c(F)cccc2Cl)n1 | . | -0.31 | 1402 | . | -3.9 | 1094 | . | . | . | . | i | 13.6 | . | . | 1.5 | 728
CCCC(c1nnnn1Cc1ccc2c(c1)OCO2)N1CCC(C(N)=O)CC1 (stereo not given) | 8.2% | -0.25 | 1578 | 1.1 | 1.2 | 1471 | 1.6 | 2.6 | 1.1 | 7.4% | i | 60.0 | i | 0.2 | 19.4 | 758
COc1ccccc1C(=O)NC(=S)Nc1ccc(N2CCCC2)cc1 | 8.9% | 0.05 | 1361 | 1 | -3.8 | 1137 | 3.3 | 2.6 | 10.0 | 7.7% | i | 8.5 | i | 4.1 | 5.4 | 668
CCN(CCNC(=O)c1cccc(N2CCCC2=O)c1)c1ccccc1 | 0.9% | 0.08 | 1061 | 1.1 | . | . | 2.1 | 1.1 | 18.5 | 7.1% | i | 51.1 | i | 27.5 | . | .
CC1=C(C(=O)OCc2ccccc2)C(c2ccco2)C2=C(CC(C)(C)CC2=O)N1 (stereo not given) | 6.5% | -0.28 | 949 | 1 | -3.9 | 782 | 6.2 | 3.2 | 4.6 | -4.1% | i | 59.3 | i | 3.9 | . | .
COC(=O)Cc1[nH]nc2c1C(c1cccc(OC)c1OC)C(C#N)=C(N)O2 (stereo not given) | -2.1% | 0.36 | 1092 | 1 | -0.7 | 1154 | 5.3 | 3.0 | 7.4 | 5.1% | i | 43.6 | i | -7.0 | . | .
COC(=O)CSc1nc(NC(C)(C)C)nc(N(C)C)n1 | 4.1% | 2.83 | 1092 | 1.1 | -1.1 | 1032 | 1.7 | 1.8 | 3.6 | -2.4% | i | 31.5 | i | 8.5 | 16.2 | 700
CCCCn1c2c(c(=O)n(C)c1=O)C(CC(=O)OCC(=O)Nc1cccc(C(F)(F)F)c1)C(=O)N2 (stereo not given) | -52.4% | . | . | 1.1 | -1.0 | 1207 | 1.1 | 1.0 | 5.1 | -35.3% | i | 38.5 | i | -8.1 | . | .
COc1ccc(C(=O)c2ccc(OC)c(Br)c2)cc1Br | -9.6% | -0.12 | 1363 | 1 | -0.3 | 981 | 2.4 | 2.5 | 3.2 | -5.4% | i | 26.9 | i | -9.2 | -28.6 | 605
COc1ccccc1C(=O)Nc1nnc(-c2ccco2)s1 | -0.6% | 0.97 | 813 | 1.1 | 5.6 | 989 | 1.2 | 2.3 | 21.1 | 5.1% | i | 27.2 | i | 1.0 | 1.8 | 796
CC(C)C1CC(CCNCc2ccc(N(C)C)cc2)(c2ccccc2)CCO1 (stereo not given) | -0.4% | -1.28 | 1268 | 1 | 0.5 | 1067 | 4.9 | 0.7 | 4.8 | 4.5% | i | 43.1 | i | 6.6 | -4.1 | 650
O=C(CC(=O)c1cc(Cl)ccc1O)c1ccccc1 | 2.8% | -0.62 | 1458 | 1.1 | 1.1 | 1124 | 1.5 | 1.8 | 8.7 | 59.9%* | . | . | i | 12.7 | -13.9 | 660

Compounds were not picked by outcome. About 2.9% of those tested had a hit in this group.
